TSHR antag = Antagonists of the Thyroid Stimulating Hormone Receptor: HTS campaign; TSHR-expressing cells, TSH-stimulated cAMP HTRF, 2 h; stronger effect = lower value; Thyrotropin receptor (Homo sapiens), P16473; AID 504810, 2011; actives 0.2% (n = 330,000); activity change, negative = inhibition, % at 11.5 µM;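 active means activity change below a set negative limit, meaning inhibition stronger than a set level, cut at about -70% in these data; inconclusive means activity change between two set negative limits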; further: on the % scale 0 is the no-effect control and ±100 the full control effect
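Antagonism was scored as loss of TSH-driven cAMP in TSHR cells, stimulated with 4nM TSH (EC80) for 2 hours at 37 deg C and detected by homogeneous HTRF competition immunoassay.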
PKM2 activator = qHTS Assay for Activators of Human Muscle isoform 2 Pyruvate Kinase. Potency, µM (highest dose often 57.5 µM), inactives show top-dose activation, usual class: activators. actives 0.34% (n = 260,000). Pyruvate kinase PKM (Homo sapiens), P14618. purified PKM2, Kinase-Glo ATP luminescence, activation; response scale: 0% is enzyme alone, no compound. AID 1631, 2009; further: potency means the concentration at half of the fitted maximal effect; on the % scale 0 is the no-effect control and ±100 the full control effect; nearly all actives have a fitted effect of over 55% in size
Target sequence (P14618 whole entry, looked up, canonical isoform): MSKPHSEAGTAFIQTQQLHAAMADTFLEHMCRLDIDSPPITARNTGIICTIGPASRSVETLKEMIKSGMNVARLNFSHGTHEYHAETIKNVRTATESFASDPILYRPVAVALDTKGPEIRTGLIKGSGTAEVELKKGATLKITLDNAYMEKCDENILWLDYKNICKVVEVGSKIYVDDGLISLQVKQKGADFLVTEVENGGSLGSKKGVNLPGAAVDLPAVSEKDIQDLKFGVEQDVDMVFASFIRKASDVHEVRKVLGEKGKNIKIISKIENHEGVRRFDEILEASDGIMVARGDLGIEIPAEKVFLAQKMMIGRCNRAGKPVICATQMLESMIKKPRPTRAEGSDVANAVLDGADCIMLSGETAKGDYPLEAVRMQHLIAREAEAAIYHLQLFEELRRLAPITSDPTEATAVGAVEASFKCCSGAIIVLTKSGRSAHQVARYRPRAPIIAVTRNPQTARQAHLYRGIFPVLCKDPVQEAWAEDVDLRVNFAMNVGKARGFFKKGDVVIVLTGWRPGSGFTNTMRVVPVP
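Kinase-Glo luminescence reports ATP generated from ADP (0.1 mM) and PEP (0.5 mM) by purified hPK-M2 after 1 h at room temperature, pH 7.2 imidazole buffer; intermediate enzyme activity allows detecting inhibitors and activators.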
Menin MLL FP TR = qHTS Assay for Inhibitors Targeting the Menin-MLL Interaction in MLL Related Leukemias: Competition With Texas Red Labeled MLL-derived Mutant Peptide; Potency, µM (doses to about 61.6 µM), inactives show at the top dose FP activity change, negative = inhibition, actives largely listed as inhibitors; Menin + Texas Red MLL mutant peptide, fluorescence polarization; actives 0.23% (n = 270,000); AID 1768, 2009; O00255; active means well fitted inhibition curve with a large enough effect in the polarisation, with a control signal flat, not every such curve was filed as active; inconclusive means small, poorly fitted or top-dose-only effect, or effect the other way, or a change in a side signal; inactive means no such curve, though single readings can be large or run the other way; the % refers to the polarisation; further: potency means the concentration at half of the fitted maximal effect; % of control where 0% means no effect; many of its hits are not listed in these tables
Target sequence (O00255 whole entry, looked up): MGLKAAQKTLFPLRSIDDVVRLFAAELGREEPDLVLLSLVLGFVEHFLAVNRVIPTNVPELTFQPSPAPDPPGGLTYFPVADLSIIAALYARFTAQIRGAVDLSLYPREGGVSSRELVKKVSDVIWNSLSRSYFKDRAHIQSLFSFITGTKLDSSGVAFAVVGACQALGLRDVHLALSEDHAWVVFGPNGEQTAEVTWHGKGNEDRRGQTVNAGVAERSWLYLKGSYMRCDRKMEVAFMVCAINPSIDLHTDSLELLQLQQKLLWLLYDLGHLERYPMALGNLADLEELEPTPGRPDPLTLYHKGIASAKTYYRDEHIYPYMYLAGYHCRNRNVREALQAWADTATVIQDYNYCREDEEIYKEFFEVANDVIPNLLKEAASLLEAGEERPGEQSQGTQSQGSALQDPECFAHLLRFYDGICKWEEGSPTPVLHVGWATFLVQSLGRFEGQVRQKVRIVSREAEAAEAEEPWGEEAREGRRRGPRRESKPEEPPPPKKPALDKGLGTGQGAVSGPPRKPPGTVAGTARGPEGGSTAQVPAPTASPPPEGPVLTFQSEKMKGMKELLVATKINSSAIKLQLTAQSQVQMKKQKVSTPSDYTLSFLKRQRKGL
USP2a block = qHTS Assay for Inhibitors of Ubiquitin-specific Protease USP2a Using CHOP2 as the Reporter; actives 0.01% (n = 330,000); Potency, µM (titrated, usually from 38.3 µM), for inactives: top-dose activity change, negative = inhibition, hits mostly inhibitors; AID 463254, 2010; Ubiquitin carboxyl-terminal hydrolase 2 (Homo sapiens), O75604; USP2 core, Ub-CHOP2 coupled fluorogenic reporter, 485/531;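 further: potency means the concentration at half of the fitted maximal effect; plate controls were DMSO wells for no effect and full inhibition by NEM control for full effect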
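Deubiquitinase activity read as fluorescence (485/531 nm) after Ub-CHOP2 cleavage activates the enterokinase reporter on its substrate; USP2 core 10nM, Ub-CHOP2 and substrate 25nM each, 30min compound preincubation then 60min RT; data normalized to NEM, curves fitted.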
Eya2 phos inh = qHTS Assay for Inhibitors of the Phosphatase Activity of Eya2; Protein phosphatase EYA2 (Homo sapiens), O00167; recombinant Eya2, OMFP fluorescence dephosphorylation (OMFP is methylfluorescein phosphate); Potency, µM (titrated, usually from 76.9 µM), for inactives: at the top dose activity, negative = inhibition, hits mostly inhibitors; actives 0.006% (n = 330,000); further: potency means the concentration at half of the fitted maximal effect; on the % scale 0 is the no-effect control and ±100 the full control effect
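Eya2 (0.2 uM) preincubated 10 min at ambient with compound, then OMFP substrate added at 50 uM; 10 min reaction in 50 mM HEPES pH 7.5, 50 mM NaCl, 5 uM MgCl2, 0.05% BSA, 1 mM DTT. Fluorescence read at Ex 485/Em 525 nm.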
ASM inhibitor = Inhibitors of Secretory Acid Sphingomyelinase (S-ASM): qHTS; Potency, µM (series often up to 57.5 µM), for inactives: at the top dose activity change, negative = inhibition, usual class: inhibitors; placental ASM, HMU-PC fluorogenic substrate, 60 min; actives 0.006% (n = 340,000); further: potency means the concentration at half of the fitted maximal effect
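Fluorogenic HMU-PC substrate (9 uM final) is turned over by placental ASM in 60 min at 37 C after a 10 min compound preincubation. Reaction ended by alkaline stop (pH 10), with fluorescence read at 386/447 nm.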
KCNH2 WT inh = qHTS for Inhibitors of KCHN2 3.1: Wildtype qHTS; actives 0.37% (n = 340,000); activity change, % at 1.84 µM; Voltage-gated inwardly rectifying potassium channel KCNH2 (Homo sapiens), Q12809; AID 720551, 2013; U2OS, BacMam KCNH2, thallium flux FluxOr; stronger effect = lower value;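 active means maximum activity change below -70%; inconclusive means maximum activity change between -70% and -50%; inactive means maximum activity change above -50%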; further: on the % scale 0 is the no-effect control and ±100 the full control effect
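U2OS cells were transduced with wild-type KCNH2 virus (2.03 x 10^8 / mL) for 4 h at room temperature, then cultured overnight at 37 C. Thallium flux was read with FluxOr dye. Rate constants were normalized to DMSO controls.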
MBNL1 CUG block = qHTS Assay for Inhibitors of MBNL1-poly(CUG) RNA binding; TR-FRET MBNL1-His/biotin-(CUG)12 binding, 665/545 ratio; Muscleblind-like protein 1 (Homo sapiens), Q9NR56; Potency, µM (doses to about 57.5 µM), inactives show at the top dose activity change, negative = inhibition, usual class: inhibitors; AID 2675, 2010; actives 0.036% (n = 280,000); active means well fitted inhibition curve with a large enough effect in the signal ratio, with a control signal flat, not every such curve was filed as active; inconclusive means small, poorly fitted or top-dose-only effect, or effect the other way, or a change in a side signal; inactive means no such curve, though single readings can be large or run the other way; the % refers to the signal ratio; further: potency means the concentration at half of the fitted maximal effect; on the % scale 0 is the no-effect control and ±100 the full control effect
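TR-FRET readout: Ex 340 nm, 665/545 nm emission ratio, normalized to buffer-only (basal) and MBNL1-(CUG)12 controls. Complex of MBNL1-His with Biotin-(CUG)12, compounds 92 nM–58 uM, incubated 60 min at room temperature.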
BCR signal inh = qHTS Assay to Find Inhibitors of Chronic Active B-Cell Receptor Signaling; ABC-DLBCL IkBa-CBG/CBR reporter, luminescence ratio, 4 h; AID 493014, 2011; actives 0.05% (n = 340,000); Potency, µM (titrated, usually from 46.1 µM), for inactives: at the top dose ratio change, negative = lower green/red ratio, usual class: inhibitors; active means well fitted inhibition curve with a large enough effect in the signal ratio, with a control signal flat, not every such curve was filed as active; inconclusive means small, poorly fitted or top-dose-only effect, or effect the other way, or a change in a side signal; the % refers to the signal ratio;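 further: potency means the concentration at half of the fitted maximal effect; plate controls were basal doxycycline-induced cells for no effect and cells given 10 µM MG132 for full effect; MG132 reads +100%, hits lower the ratio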
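TMD8 ABC-DLBCL cells carrying doxycycline-inducible green luciferase fused to IkappaBalpha plus unfused red luciferase were exposed to compounds (up to 46 uM) for 4 hrs at 37C. Activity came from the overlap-corrected green/red luminescence ratio.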
GALK inhibitor = qHTS Assay for Inhibitors of Human Galactokinase (GALK); Potency, µM (series often up to 57.5 µM), without a hit: top-dose activity change, negative = inhibition, hits mostly inhibitors; AID 1868, 2009; actives 0.007% (n = 270,000); Purified GALK, Kinase-Glo residual ATP luminescence; P51570; further: potency means the concentration at half of the fitted maximal effect; on the % scale 0 is the no-effect control and ±100 the full control effect
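Galactose (100 uM) and ATP (35 uM) were turned over by 5 nM GALK for 1 h at RT. Kinase-Glo Plus then converted the remaining ATP into a luminescent signal.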
Mito fusion yeast = qHTS Assay for Small Molecule Inhibitors of Mitochondrial Division or Activators of Mitochondrial Fusion; AID 485298, 2010; actives 0.23% (n = 320,000); Potency, µM (titrated, usually from 46.1 µM), without a hit: at the top dose growth rescue (activation), actives largely listed as activators; S. cerevisiae fusion-defective mutant growth rescue, CellTiterGlo 48 h;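 further: potency means the concentration at half of the fitted maximal effect; % of control where 0% means no effect; nearly all actives have a fitted effect of over 45% in size; temperature-sensitive fusion mutants such as fzo1-1 at 37 °C on non-fermentable ethanol glycerol medium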
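Luminescent cell viability in 1536-well qHTS format served as the measure of rescued growth in ts fusion-mutant S. cerevisiae cultured on non-fermentable YPEG for 48 hours at 37C.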
* hit, by the source's call; i = inactive; ? = inconclusive; . = no result given; [ ] = remark or other dose. Unless noted, the call rests on the fitted dose curve; in most records, active means well fitted curve in the direction sought with a large enough effect; inconclusive means small, poorly fitted or top-dose-only effect, or another doubt; inactive means no such curve, though single readings can be large; an effect the other way counts as inactive or inconclusive.

SMILES	TSHR antag	PKM2 activator	Menin MLL FP TR	USP2a block	Eya2 phos inh	ASM inhibitor	KCNH2 WT inh	MBNL1 CUG block	BCR signal inh	GALK inhibitor	Mito fusion yeast
CCOc1ccc(N2C(=O)CC(Sc3nnnn3-c3ccccc3)C2=O)cc1 (stereo not drawn)	3	35%	-2%	-1%	1%	-1%	0	-2%	?	0%	3%
CCCCCn1c(=O)[nH]c2c(c1=O)CCC2	12	-6%	7%	0%	0%	5%	1	-6%	1%	3%	11%
CCO/N=C(/C)c1c(O)cc(C(C)(C)C)n(-c2ccccc2)c1=O	-1	-11%	11%	2%	-17%	1%	-3	4%	?	0%	21%
COc1cc(C(=O)OCC(=O)Nc2ccc(N3CCOCC3)cc2)ccc1OCC(C)C	-7	.	.	1%	7%	-3%	4	.	0%	.	-8%
COc1cc(NC(=O)C2Cc3ccccc3CN2S(C)(=O)=O)cc(OC)c1 (stereo not drawn)	-2	.	19%	1%	1%	7%	4	4%	0%	-1%	-2%
O=C(Nc1cccc(NC(=O)C2CCCO2)c1)c1ccco1 (stereo not drawn)	0	8%	6%	3%	1%	5%	0	-17%	-8%	1%	9%
COC(=O)c1cc(COc2ccc3c(c2)oc(=O)c2ccccc23)c(C)o1	-7	-1%	0%	2%	7%	2%	-2	3%	-24%	-2%	1%
CCN(CC(=O)NCc1cccs1)S(=O)(=O)c1c(F)cccc1F	6	.	.	0%	-3%	2%	-4	.	-2%	.	2%
O=C(COc1ccccc1Cl)NC(=S)Nc1cccc(NC(=O)c2ccccc2Cl)c1	-10	-19%	?	3%	13%	-21%	10	0%	?	.	8%
CCOCCn1c(-c2ccc(OC)cc2)nc2ccccc21	-1	1%	2%	-1%	-1%	-1%	1	5%	5%	3%	-6%
O=C(CSc1cccc2cccnc12)NCc1ccco1	-12	?	-25%	-1%	-2%	4%	0	39%[activator]	?	4%	-2%
O=C(c1cc2c(ccc3ccccc32)oc1=O)N1CCN(CCO)CC1	1	-12%	21%	-1%	-4%	.	-8	?	2%	-2%	7%
CCN1CCN(S(=O)(=O)c2ccc(Cl)c(C(=O)NCc3nc4ccccc4[nH]3)c2)CC1	-8	.	.	4%	-9%	0%	6	.	1%	.	.
O=C(NS(=O)(=O)Nc1ccc(Cl)cc1)c1c[nH]c2ccccc12	0	-5%	-5%	1%	14%	-1%	3	-6%	-5%	6%	4%
CCCCOC(=O)CNc1nnc(SCC(=O)OCC)[nH]c1=O	-22	17%	-5%	0%	-4%	3%	-2	32%[activator]	?	-2%	-7%
Cc1ccccc1N=C1NN=C(c2ccccc2F)CS1	-11	4%	-22%	4%	2%	-3%	2	.	?	1%	15%
C1CCN(c2c3c(nc4nnnn24)CCCC3)CC1	-10	-3%	-18%	1%	10%	-1%	4	-2%	2%	0%	1%
COc1ccc(OCC(=O)N/N=C/c2ccc(OC)c(OC)c2C(=O)O)cc1	-2	0%	-8%	3%	-8%	5%	4	0%	1%	3%	-2%
CC(Sc1nc2ccccc2c(=O)n1CC1CCCO1)C(=O)NC(C)c1ccccc1 (stereo not drawn)	0	.	.	-1%	16%	0%	-2	.	0%	.	6%
COc1ccccc1OCC(=O)OCC(=O)Nc1ncc(Cl)cc1Cl	-11	-3%	-14%	0%	6%	1%	4	1%	9%	0%	-1%
Cc1ccc(/C=N/NC(=O)c2cc(-c3ccc(C)o3)[nH]n2)cc1	-12	.	44%[activator]	?	1%	-6%	13	1%	?	1%	-1%
Cc1[nH]nc2c1C1(CCC3(CC1)OCCO3)C(C#N)=C(N)O2	7	1%	-6%	-1%	14%	-2%	-2	-1%	6%	0%	2%
c1coc(CSc2ncnc3c2oc2ccccc23)c1	-4	21%	.	-1%	7%	-8%	0	?	?	5%	4%
CCn1c(CN2CCCCCC2=O)nnc1SCc1cnc(-c2ccccc2)s1	-11	1%	1%	8%	-17%	0%	3	6%	2%	2%	-3%
Cc1ccccc1C(=O)NC1CCN(C(=O)N(c2ccccc2)c2ccccc2)CC1	5	-3%	?	-1%	10%	-1%	0	-2%	-7%	2%	-2%
COCCSc1ccccc1C(=O)N1CCN(Cc2ccc3c(c2)OCO3)CC1	3	-13%	-8%	1%	-6%	8%	30	-13%	-1%	-2%	-2%
Fc1ccc(-[n+]2nc(Nc3ccccc3)sc2-c2cccc(Cl)c2Cl)cc1	25	4%	-20%	0%	0%	-8%	-19	-1%	-25%	.	-3%
CC(CNS(=O)(=O)c1ccc2c(c1)NC(=O)CCS2)c1ccccc1 (stereo not drawn)	-4	.	.	2%	5%	4%	-13	-7%	-1%	5%	2%
CC(=O)c1c(COC(=O)c2ccc(C)cc2)nc2ccccc2[n+]1[O-]	5	-1%	.	-1%	13%	-2%	-1	.	6%	0%	1%
CCOC(=O)c1sc(=NC(=O)c2cccc(C)c2)n(C)c1C	10	1%	12%	0%	6%	1%	-3	-1%	-2%	-1%	2%
CCCCNC(=O)c1ccc(CNS(=O)(=O)c2ccc(Br)cc2)cc1	-4	-2%	-1%	2%	-9%	-2%	-5	-3%	1%	3%	2%
Cc1cc(=O)oc2c(CN3CCCC3)c(O)c(Cl)cc12	3	.	-43%	-1%	3%	.	2	26%	2%	-1%	6%
Nc1cc(N)nc(SCC(=O)NC2CCCCCCC2)n1	-6	.	.	2%	-11%	1%	10	.	-8%	.	-3%
Cc1cccc(NC(=O)c2c([N+](=O)[O-])cnn2C)c1	-7	1%	11%	-1%	2%	0%	0	22%	-4%	0%	-3%
CCN(CC)S(=O)(=O)c1ccc(N=NC2=C(O)CC(C)(C)CC2=O)cc1	-2	6%	13%	-1%	-6%	-7%	-4	?	0%	0%	-16%
CCN1c2ccccc2-c2nc3ccccc3n2C1c1ccccn1 (stereo not drawn)	-13	1%	-3%	-1%	9%	i	-9	11%	?	2%	-15%
COc1ccc(C(=O)NNC(=O)C(=O)Nc2cccc3ccccc23)cc1	-8	0%	-19%	2%	10%	3%	-7	3%	?	3%	5%
O=C(Cc1ccc(F)cc1)Nc1nccs1	-1	0%	-10%	1%	-2%	0%	-10	-3%	-1%	-2%	-1%
Cc1ccc(NC(=O)CN(Cc2ccco2)Cc2ccccc2O)cc1C	-13	0%	41%[activator]	-7%	-1%	-9%	-4	3%	?	-2%	26%
Cc1csc(NC(=O)c2cc(=O)[nH]c3ccc(S(=O)(=O)N4CCOCC4)cc23)n1	6	?	7%	-15%	4%	.	-2	20%	1%	3%	10%
Cc1ccc(NC(=O)CCC(=O)N/N=C/c2ccccc2O)cc1	2	.	-11%	3%	-4%	397%[activator]	2	5%	?	9%	-11%
O=C1CSC(c2ccccc2[N+](=O)[O-])N1CCc1ccccc1 (stereo not drawn)	-4	-3%	7%	2%	-1%	3%	2	11%	19%	7%	17%
O=C1/C(=C/c2cccnc2)SC(=S)N1c1ccc(O)cc1	-5	12%	.	2%	0%	0%	-4	?	?	-2%	-6%
O=C(Oc1ccccc1Cl)c1ccccc1P(=O)(O)O	4	4%	5%	-2%	7%	-1%	-14	-3%	?	2%	-3%
C/C(=N/NC(=O)c1nnn(-c2nonc2N)c1COc1ccccc1)c1ccccc1	-3	-4%	19%	0%	5%	3%	-2	-4%	9%	8%	7%

High-throughput results (PubChem)

These rows are one share of the data; rates above refer to the full screens.
